# Bioassay records as filed in PubChem.
# EBNA-1 inh = EBNA-1 DNA-binding inhibitors, primary screen, biochemical, fluorescence polarization; inhibition, % at 14.8 µM; 300,000 tested, 0.34% active; AID 1950, 2009; in the data active = inhibition above about 28%
# proCasp7 act = procaspase-7 activators, primary screen, counter-screen for procaspase-3 activator project, biochemical, absorbance, HTS, human | AID 463210, 2010 | Caspase-7 (Homo sapiens), P55210 | activation, % at 8.5 µM | recombinant procaspase-7, Ac-DEVD-pNA absorbance 405 nm; D23A/D198A/D206A triple mutant, cannot self-cleave; scale: DMSO 0, 5 µM enzyme 100 | 330,000 tested, 0.093% active;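 active = percent activation above the screen-wide mean plus 3 SD, cut at about 25% in these data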
#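 Test system: Procaspase-7 triple mutant (PC-7 D3A). Also added: Ac-DEVD-pNA substrate, 400 µM as added. Schedule: 1 h enzyme–compound preincubation and 2 h substrate reaction, both 25 °C. Signal: p-Nitroaniline absorbance at 405 nm, read at 0 and 120 min. Control set: low DMSO alone, high DMSO plus 5 µM PC-7.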
# ZTA counter = blocks Epstein-Barr virus ZTA, an EBNA-1 counter-screen; inhibition, % at 11 µM; ZTA-DNA binding, fluorescence polarization; 320,000 tested, 0.15% active; P03206; in the data active = inhibition above about 33%
# procasp3 activ = activators of human procaspase-3 D3A mutant, primary screen, biochemical, absorbance, PC-3 D3A mutant, single concentration | Caspase-3 (Homo sapiens), P42574 | recombinant procaspase-3 D3A, Ac-DEVD-pNA absorbance 405 nm | activation, % at 8.5 µM | 330,000 tested, 0.11% active | AID 463141, 2010;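 active = activation above the mean of all tested compounds plus 3 SD, cut at about 21% in these data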;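 note: 0% = DMSO alone and 100% = DMSO wells spiked with extra 5 µM PC-3 D3A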
#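 material = Procaspase-3 D3A mutant | probe or stimulus = Ac-DEVD-pNA | compound = single dose, 8.5 µM nominal compound, 0.8% DMSO | timing = 1 h preincubation, 2 h reaction | measured by = 405 nm absorbance of p-nitroaniline, reads at 0 and 120 min | benchmarks = DMSO-only low control, 5 µM PC-3 D3A high control | repeats = singlicate, each compound tested once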
# RPL19A-GFP yeast = RPL19A-GFP expression modulators in yeast, primary screen, cell-based, S. cerevisiae, multiplex flow cytometry, MLPCN; S. cerevisiae RPL19A-GFP strain, 3 h; hits give low values; percent response vs DMSO, % at 10 µM; 330,000 tested, 0.3% active; AID 2025, 2009;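 active = percent response vs DMSO below 50%; inconclusive = fewer than 70 events counted for the yeast strain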;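 note: median channel GFP fluorescence of the barcoded RPL19A-GFP strain; ratio of sample median GFP to plate DMSO average so 100% = DMSO; lower means less RPL19A-GFP as with rapamycin TOR inhibition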
# LAP4 TOR yeast = modulators of LAP4-GFP expression in yeast, primary screen, S. cerevisiae, multiplex flow cytometry, MLPCN library; 3 h; median GFP as percent of DMSO wells; GFP response vs DMSO, % at 10 µM; 320,000 tested, 0.34% active;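 active = GFP response vs DMSO above a set limit, about the screen mean plus 3 SD, cut at about 150% in these data; inconclusive = under 70 cell events counted for the yeast strain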
# AHR act = AHR activators, primary screen, cell-based, luminescence, luciferase reporter, human. activation, % at 5 µM. Aryl hydrocarbon receptor (Homo sapiens), P35869. 320,000 tested, 2.5% active. AHR-responsive luciferase reporter cells; in the data active = activation above about 47%;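 note: 0% = vehicle wells and 100% = reference agonist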
# MEP2-GFP yeast = modulators of MEP2-GFP levels in yeast, primary screen, S. cerevisiae, multiplex flow cytometry, MLPCN library. S. cerevisiae MEP2-GFP strain, 3 h; 100% = DMSO control level. GFP response vs DMSO, % at 10 µM. 330,000 tested, 0.51% active. AID 2016, 2009;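 active = GFP response versus DMSO above a set limit, roughly screen mean plus 3 SD, cut at about 180% in these data; inconclusive = fewer than 70 cells counted for a yeast strain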;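 note: median GFP fluorescence of the barcode-gated MEP2-GFP cells per well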
# * hit, by the source's call; ? = inconclusive; · = no result given; [ ] = remark or other dose.
# The line under a structure holds: AHR act	proCasp7 act	RPL19A-GFP yeast	procasp3 activ	ZTA counter	LAP4 TOR yeast	EBNA-1 inh	MEP2-GFP yeast
Clc1ccc(-n2ncc3c(NCC4CCCO4)ncnc32)cc1 (stereo not given)
 : -10	1	92	8	-3	115	7	89
Cc1ccc(NC(=O)Cc2nnc(SCC(=O)NC3CCCC3)n2C)cc1
 : 1	-8	99	-3	-1	95	-10	103
Cc1ccc(S(=O)(=O)N(C)c2ccc(C(=O)NCc3ccccc3F)cc2)cc1
 : 11	-1	101	4	-12	106	-13	108
N#CC1(NC(=O)COC(=O)c2cc([N+](=O)[O-])ccc2N2CCOCC2)CCCCC1
 : 2	9	95	-2	-10	98	0	91
Cc1ccc(C(=O)/C=C/C(=O)c2ccc(C)cc2)cc1
 : 0	-29	97	-19	11	168*	6	93
COC(=O)c1ccccc1NC(=O)c1noc2c1CCCC2
 : 12	8	109	7	8	121	1	119
COc1cccc(NC(=O)c2cc3ccccc3cc2OC)c1
 : 7	5	101	0	11	93	-3	98
Cc1cc(/C=C(/C#N)C(=O)O)c(C)n1CCC(C)C
 : -2	10	96	2	8	89	9	96
Cc1occc1-c1nnc(SCC(=O)NCCc2ccccc2)o1
 : 0	2	93	1	17	98	14	99
O=C(O)C1C2C=CC(C2)C1C(=O)NCCCN1CCCC1=O (stereo not given)
 : -2	1	103	7	25	94	7	101
Cc1cc(C)cc(-n2ncc3c2CCCC3NC(=O)c2cc(C)[nH]n2)c1 (stereo not given)
 : -1	3	95	-3	6	96	3	92
COc1cc(-c2nn3c(Cc4ccccc4)nnc3s2)cc(OC)c1OC
 : 7	-18	95	-4	-9	102	-1	99
CCCc1ccc2oc(C(=O)N3CCN(CC(=O)NC(C)C)CC3)c(C)c2c1
 : 6	-14	107	-2	0	95	0	107
O=C(CSc1n[nH]c(=O)[nH]c1=O)Nc1ccc(C(=O)O)cc1
 : 1	1	96	-2	-8	104	-9	104
COc1cc(-n2c(=O)c3ccccc3n(Cc3ccccc3)c2=O)cc(OC)c1OC
 : 1	4	94	-2	-1	97	-9	96
Cc1ccccc1C(=O)c1c[nH]c(C(=O)N2CCN(c3ccccc3F)CC2)c1
 : 3	5	110	0	0	101	-2	105
CC1CCCC(C)N1C(=O)CSc1nnnn1Cc1ccccc1 (stereo not given)
 : 1	12	101	4	-19	98	-5	98
CC(=O)c1ccc(OCC(O)CN2CCOCC2)cc1 (stereo not given)
 : 0	-19	108	1	2	104	-16	100
CCOC(=O)c1c(-c2ccc(C)o2)csc1NC(=O)COC(=O)c1ccc(NC(N)=O)cc1
 : 9	-8	99	-15	33	107	-7	100
OCCC1CN(Cc2cccc3nccnc23)CCN1Cc1ccc(F)cc1 (stereo not given)
 : 1	10	97	-5	9	99	1	98

# 13 of these compounds in a different format.
compound,AHR act,proCasp7 act,RPL19A-GFP yeast,procasp3 activ,ZTA counter,LAP4 TOR yeast,EBNA-1 inh,MEP2-GFP yeast
Cc1cc(/C=C(/C#N)C(=O)O)c(C)n1CCC(C)C,-2,10,96,2,8,89,9,96
Cc1occc1-c1nnc(SCC(=O)NCCc2ccccc2)o1,0,2,93,1,17,98,14,99
O=C(O)C1C2C=CC(C2)C1C(=O)NCCCN1CCCC1=O (stereo not given),-2,1,103,7,25,94,7,101
Cc1cc(C)cc(-n2ncc3c2CCCC3NC(=O)c2cc(C)[nH]n2)c1 (stereo not given),-1,3,95,-3,6,96,3,92
COc1cc(-c2nn3c(Cc4ccccc4)nnc3s2)cc(OC)c1OC,7,-18,95,-4,-9,102,-1,99
CCCc1ccc2oc(C(=O)N3CCN(CC(=O)NC(C)C)CC3)c(C)c2c1,6,-14,107,-2,0,95,0,107
O=C(CSc1n[nH]c(=O)[nH]c1=O)Nc1ccc(C(=O)O)cc1,1,1,96,-2,-8,104,-9,104
COc1cc(-n2c(=O)c3ccccc3n(Cc3ccccc3)c2=O)cc(OC)c1OC,1,4,94,-2,-1,97,-9,96
Cc1ccccc1C(=O)c1c[nH]c(C(=O)N2CCN(c3ccccc3F)CC2)c1,3,5,110,0,0,101,-2,105
CC1CCCC(C)N1C(=O)CSc1nnnn1Cc1ccccc1 (stereo not given),1,12,101,4,-19,98,-5,98
CC(=O)c1ccc(OCC(O)CN2CCOCC2)cc1 (stereo not given),0,-19,108,1,2,104,-16,100
CCOC(=O)c1c(-c2ccc(C)o2)csc1NC(=O)COC(=O)c1ccc(NC(N)=O)cc1,9,-8,99,-15,33,107,-7,100
OCCC1CN(Cc2cccc3nccnc23)CCN1Cc1ccc(F)cc1 (stereo not given),1,10,97,-5,9,99,1,98

# (listing goes on)
# The line under a structure holds: AHR act	proCasp7 act	RPL19A-GFP yeast	procasp3 activ	ZTA counter	LAP4 TOR yeast	EBNA-1 inh	MEP2-GFP yeast
COC(=O)C1=C(C)NC(=O)NC1/C=C/c1ccccc1 (stereo not given)
 : 10	16	103	7	3	92	-4	104
CCCOc1ccc(-c2c(C(=O)N/N=C/c3ccc(C)o3)nnn2-c2nonc2N)cc1
 : -5	9	101	-8	6	108	7	99
CC(Sc1nc(N)cc(=O)[nH]1)C(=O)NNC(=O)c1cccc(Cl)c1 (stereo not given)
 : 3	-3	98	8	-7	110	·	117
O=C(Cc1ccccc1)N1CCN(C(=O)c2ccco2)CC1
 : -1	4	99	-9	0	98	18	94
Cc1cc(Br)ccc1SCC(=O)OCC(=O)NCc1ccc2c(c1)OCO2
 : 0	7	105	3	-5	87	-4	102
COc1ccc(C(c2c(NC(C)=O)sc3c2CCCC3)N2CCN(CCO)CC2)cc1OC (stereo not given)
 : -1	10	101	5	3	110	4	104
CCC1Sc2ccc(S(=O)(=O)CCC(=O)Nc3cc(C)ccn3)cc2NC1=O (stereo not given)
 : 1	7	99	6	5	92	6	98
CCN(CC)CCn1c(=N)n(CC(O)c2ccco2)c2ccccc21 (stereo not given)
 : -3	1	102	-4	7	90	3	107
COc1ccc(N2CCN(C(=O)CCNS(=O)(=O)c3ccc4c(c3)CCC(=O)N4)CC2)cc1
 : 0	12	101	-4	-10	103	0	103
Cc1ccc(NC(=O)CSc2nc(C)c(C)c(C)n2)cc1S(=O)(=O)N1CCOCC1
 : 0	-5	?	-2	·	?	·	120[may fluoresce red and violet]
O=C(c1cc2c(=O)n3ccccc3nc2s1)N1CCN(Cc2ccccc2)CC1
 : 6	2	100	-6	2	97	-1	99
Cc1cc(C(=O)NCCc2ccccc2)c2cc(F)ccc2n1
 : 4	3	100	-3	-20	101	-6	101
O=C(NC1CC1)c1ccc(CN(c2ccccc2)S(=O)(=O)c2ccccc2)cc1
 : 4	1	94	0	-24	108	-9	95
Cc1ccccc1NC(=O)C1C2C=CC(C3CC23)C1C(=O)O (stereo not given)
 : 0	5	105	12	-19	139	-10	84
Clc1ccc(-c2nnc(CCc3ccccc3)o2)c(Cl)c1
 : 6	6	98	7	4	115	-9	97
COc1ccc(NC(=O)CN(C)C(=O)CC2CCCC2)cc1
 : 0	1	117	10	4	121	-1	104
CCn1c(SCC(=O)C(C)(C)C)nnc1-c1ccccn1
 : 0	12	101	4	10	100	7	102
COc1ccc(C(O)C(CN2CCOCC2)c2ccccc2)cc1 (stereo not given)
 : -1	-5	99	1	0	99	-6	103
Fc1ccccc1CNc1ncnc2sccc12
 : 4	2	99	0	1	100	-8	102
COc1ccc(-c2cc(-c3n[nH]c(=S)n3-c3cc(OC)ccc3OC)[nH]n2)cc1
 : 13	-9	102	-4	6	106	-2	121
O=C(Nc1cnccn1)c1ccc(F)cc1Cl
 : 1	-3	102	-2	0	100	-7	108
CC(=O)c1ccc(NC(=O)C(C)OC(=O)/C=C/c2ccco2)cc1 (stereo not given)
 : 0	13	99	4	·	104	·	102
CCOC(=O)N1CCN(Cc2ccccn2)CC1
 : 0	6	76	3	6	87	-9	147
Cc1cccc(NC(=O)C(=O)NCCCc2ccccc2)c1
 : 7	5	99	1	-7	98	3	99
CC(C)(C)OC(=O)C[C@H]1C/C=C\C[C@@H](CC(=O)N[C@@H](CO)Cc2ccccc2)C(=O)NCCOC1=O
 : -1	10	97	4	·	111	·	103
CC1Cc2ccccc2N1CC(=O)Nc1ccc2c(c1)OCCCO2 (stereo not given)
 : 18	-6	94	5	-2	99	·	96
COc1ccc(OC)c(NC(=O)CSc2ccc3nnc(-c4cccnc4)n3n2)c1
 : 17	9	96	4	8	89	13	101
COc1ccc(OC)c(Nc2cc(-c3ccccc3)nc(N)n2)c1
 : 15	-5	94	-2	10	93	7	95
CCOC(=O)c1c(C)[nH]c(C(=O)COC(=O)CSCC(=O)N(CC)CC)c1C
 : 11	-4	93	10	-9	90	-11	100
O=C(NCc1cccnc1)c1cccnc1Sc1ccc(Cl)cc1
 : 10	8	102	0	4	101	7	84
CCc1ccc(O)c(-c2cc(C(=O)Nc3cccnc3)[nH]n2)c1
 : 8	6	95	4	3	113	4	98
O=C(Nc1ccc(-n2cccn2)cc1)C1CCCCN1Cc1cccc2cccnc12 (stereo not given)
 : 17	1	97	6	-6	94	-1	97
O=C(Cn1nc(-c2ccc(Cl)cc2)ccc1=O)N1CCN(c2ccccc2)CC1
 : 1	3	99	2	19	98	-6	98
CCc1ccc(NC(=S)NC(=O)c2c(-c3ccccc3Cl)noc2C)cc1
 : 2	-5	95	1	15	98	-8	92
CCn1cc(C(=O)N2CCN(c3cccc(C)c3C)CC2)c(=O)c2ccc(C)nc21
 : 8	6	95	-3	9	102	14	101
CCc1ccc(N2CN(CCc3ccccc3)CNC2=S)cc1
 : 3	5	93	-2	-7	109	-9	97
CCOCCN1CCN(c2c(C)c(C)nc3cc(-c4cc(OC)cc(OC)c4)nn23)CC1
 : 0	-2	119	3	-6	87	1	95
CCC(=O)Nc1ccc(C(=O)N/N=C/c2cc(Br)c(OC)cc2OC)cc1
 : 6	1	120	6	-9	84	0	95
COc1ccccc1NS(=O)(=O)c1ccc(O)c(C(=O)OCC(=O)N2CCc3ccccc32)c1
 : 3	-7	101	-8	-15	98	-5	104
CCOC(=O)C(=NCCCN(C)C)NNc1ccc(Br)cc1
 : 8	2	110	-4	-4	87	-1	108
Cc1ccc(C(=O)COC(=O)CCc2nc3ccccc3[nH]c2=O)cc1C
 : -2	13	100	-15	4	100	0	103
COc1ccc(OC)c(/C=C/C(=O)Nc2ccc(OC)nc2)c1
 : 27	0	103	-8	-9	116	-4	105
